Bioassay records deposited in PubChem BioAssay by National Center for Advancing Translational Sciences (NCATS).
Rab9 prom act = Rab9 promoter activation | Huh7 Rab9 promoter-luciferase reporter, luminescence, 24 h | Potency, µM (series often up to 9.22 µM), for the others: at the highest dose activation, negative = inhibition, usual class: activators | actives 2.8% (n = 320,000); further: potency means the concentration at half of the fitted maximal effect; % of control where 0% means no effect; nearly all actives have a fitted effect of over 60% in size
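Luciferase signal after 10 min detection reagent at ambient indicates Rab9 promoter upregulation; stably transfected Huh7 cells were treated 24 h with compound in DMSO at 37 °C, 5% CO2.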
TRPV1 agonist = activates the human vanilloid receptor TRPV1 | Q8NER1 | TRPV1-expressing cells, Fluo-8 calcium influx, agonist mode | activation, % at 8.33 µM | actives 0.19% (n = 320,000) | AID 540275; in the data active means activation above about 80%; inconclusive means between about 30% and that limit; further: 0% is about no effect
Target sequence (Q8NER1 whole entry, looked up): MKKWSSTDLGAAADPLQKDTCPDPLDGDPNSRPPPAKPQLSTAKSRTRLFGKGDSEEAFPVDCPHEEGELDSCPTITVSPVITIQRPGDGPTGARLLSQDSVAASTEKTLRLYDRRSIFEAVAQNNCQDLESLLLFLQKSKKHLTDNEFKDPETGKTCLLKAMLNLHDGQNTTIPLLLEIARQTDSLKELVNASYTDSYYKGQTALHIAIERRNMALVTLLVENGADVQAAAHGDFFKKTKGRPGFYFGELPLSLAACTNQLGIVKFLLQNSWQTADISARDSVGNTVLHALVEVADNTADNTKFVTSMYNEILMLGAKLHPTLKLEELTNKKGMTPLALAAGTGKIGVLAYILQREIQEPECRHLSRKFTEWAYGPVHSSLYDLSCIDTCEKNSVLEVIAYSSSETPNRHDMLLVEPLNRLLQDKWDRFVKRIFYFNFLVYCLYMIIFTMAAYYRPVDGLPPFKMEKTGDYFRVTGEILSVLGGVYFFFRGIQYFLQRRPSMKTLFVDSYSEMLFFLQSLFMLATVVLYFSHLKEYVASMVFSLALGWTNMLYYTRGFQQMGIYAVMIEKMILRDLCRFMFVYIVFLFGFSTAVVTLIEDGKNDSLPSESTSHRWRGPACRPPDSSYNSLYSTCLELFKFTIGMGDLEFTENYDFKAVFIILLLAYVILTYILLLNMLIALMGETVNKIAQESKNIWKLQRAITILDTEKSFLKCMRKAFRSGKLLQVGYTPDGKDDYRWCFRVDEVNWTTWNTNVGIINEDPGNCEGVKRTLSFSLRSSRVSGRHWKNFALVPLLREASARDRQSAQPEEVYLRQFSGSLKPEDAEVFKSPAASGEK
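Cells expressing TRPV1 were dye-loaded with Fluo-8 and read kinetically: 10 s baseline, 3 min after compound (agonist portion), then 2 min after EC20 capsaicin (allosteric enhancer portion). Calcium-bound dye fluorescence at 480/520 nm.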
RORg inh = blocks mouse ROR gamma transcriptional activity. P51450. Drosophila S2 Gal4-RORgamma UAS-luciferase reporter, 20 h. Potency, µM (highest dose often 53.6 µM), inactives show at the top dose activity change, negative = inhibition, hits mostly inhibitors. actives 5.4% (n = 310,000). AID 2551; further: potency means the concentration at half of the fitted maximal effect; on the % scale 0 is the no-effect control and ±100 the full control effect; nearly all actives have a fitted effect of over 60% in size
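Luminescence from a UAS-regulated Photinus luciferase reporter in stably transfected Drosophila Schneider cells is measured; decreased signal marks ROR gamma inhibition. Fusion expression is induced by 700 uM copper sulfate for 20 hr.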
FLuc modulator = counter-screen for miR-21 project: firefly luciferase inhibitors or activators; P08659; purified FLuc, Km substrates, luminescence inhibition; Potency, µM (series often up to 57.5 µM), inactives show top-dose activity change, negative = inhibition, usual class: inhibitors; actives 6.9% (n = 360,000);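 further: potency means the concentration at half of the fitted maximal effect; plate controls were vehicle for no effect and reference inhibitor for full effect; nearly all actives have a fitted effect of over 55% in size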
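Biochemical qHTS of compounds, final roughly 60 µM downward over six points, against 10 nM purified firefly luciferase using Km concentrations of substrates (10 uM D-luciferin, 10 uM ATP) in Tris acetate pH 7.5 buffer; luminescence output.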
NPC1 promoter act = activators of NPC1 promoter | Huh7 NPC1 promoter luciferase reporter, 24 h | Potency, µM (titrated, usually from 9.22 µM), for the others: at the highest dose activation, actives largely listed as activators | actives 2.4% (n = 320,000) | AID 485313;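 further: potency means the concentration at half of the fitted maximal effect; % of control where 0% means no effect; nearly all actives have a fitted effect of over 60% in size; reporter is driven by a mutant NPC1 promoter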
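Huh7 reporter cells (NPC1 promoter driving luciferase) are dosed with compound for 24 h at 37 °C, 5% CO2; luciferase detection reagent is then added and luminescence measured after 10 min at ambient temperature.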
BRCA1 expr act = BRCA1 expression activation; Potency, µM (doses to about 46.1 µM), inactives show at the top dose activation, most hits filed as activators; MCF7-BRCA1-FFLuc reporter, luminescence, 48 h; response scale: scaled: vehicle 0%, 10 µM genistein 100%; actives 1.1% (n = 380,000); further: potency means the concentration at half of the fitted maximal effect; nearly all actives have a fitted effect of over 80% in size; some results filed as inactive show a strong effect at the top dose
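MCF7-BRCA1-FFLuc cells, 2000/well in phenol-red-free MEM, attached 2 h then treated 48 h at 37 C. Luciferase luminescence read 15 min after reagent; normalized to genistein maximum activation (10microM) and DMSO, concentration-response fitted.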
Tb PFK inh = inhibitors of T. brucei phosphofructokinase; AID 485367; actives 0.17% (n = 330,000); O15648; T. brucei PFK, ADP-Glo luminescence; Potency, µM (top dose mostly 57.5 µM), inactives show at the highest dose activity, negative = inhibition, most hits filed as inhibitors;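 further: potency means the concentration at half of the fitted maximal effect; 0% = uninhibited 1x PFK enzyme wells and -100% = no-enzyme wells; nearly all actives have a fitted effect of over 60% in size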
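1.25 nM PFK with 0.5 mM F6P and 0.1 mM ATP in 0.1 M TEA pH 8.0, 5 mM MgCl2, incubated 45 min at room temperature; ADP measured by ADP-Glo luminescence; compounds titrated up to 57 uM.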
p53 reactivator = re-activators of mutant p53; H1299 p53-A138V BP100-luciferase reporter, luminescence, 24 h; Potency, µM (top dose mostly 92.2 µM), inactives show at the highest dose activity change, positive = activation, most hits filed as activators; actives 0.063% (n = 320,000); AID 504706; further: potency means the concentration at half of the fitted maximal effect; % of control where 0% means no effect; nearly all actives have a fitted effect of over 45% in size
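p53-null H1299 cells stably carrying temperature-sensitive p53-A138V and a BP100-luciferase reporter were pinned with compounds (4-point, 1:5 series) and held 24 hrs at 37 deg C. Luminescence was read 10 min after detection reagent.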
VP16 counter = Gal4-VP16 reporter inhibition counter-screen | actives 3.5% (n = 310,000) | AID 2546 | Potency, µM (top dose mostly 53.6 µM), for inactives: at the highest dose activity, negative = inhibition, actives largely listed as inhibitors | Drosophila S2 Gal4-VP16 UAS-luciferase, luminescence, 20 h;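 further: Gal4-VP16 expression switched on by copper sulfate through the metallothionein promoter; potency means the concentration at half of the fitted maximal effect; on the % scale 0 is the no-effect control and ±100 the full control effect; nearly all actives have a fitted effect of over 50% in size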
ELG1 genotoxic = induces genotoxicity in HEK293T cells with luciferase-tagged ELG1. HEK293T ELG1-luciferase reporter, luminescence, 16 h. Potency, µM (titrated, usually from 46 µM), without a hit: top-dose activity change, positive = activation, most hits filed as activators. actives 1.3% (n = 330,000). AID 504466; further: potency means the concentration at half of the fitted maximal effect; % of control where 0% means no effect; nearly all actives have a fitted effect of over 60% in size
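Genotoxicity was scored as increased ELG1-luciferase reporter signal, measured by ONE-Glo luminescence (30 min, room temperature). Compound or vehicle exposure of the HEK293T reporter cells lasted 16 hr at 37°C.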
ELG1 repair inh = blocks ELG1-dependent DNA repair in HEK293T cells | HEK293T ELG1-luciferase reporter, luminescence, 16 h; DNA damage induced by 5-fluorouridine | Potency, µM (titrated, usually from 46.1 µM), inactives show at the top dose activity change, negative = inhibition, usual class: inhibitors | actives 2.3% (n = 330,000) | AID 504467; further: potency means the concentration at half of the fitted maximal effect; on the % scale 0 is the no-effect control and ±100 the full control effect; nearly all actives have a fitted effect of over 55% in size
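Reporter activity after DNA damage by 5-fluorouridine is monitored. Compound-treated cells incubate 16 hr at 37 °C, then ONE-Glo is added for 30 min before luminescence reading.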
* = called active by the depositor; ? = inconclusive; . = no result given; [ ] = dose if it differs, or a comment. Unless noted, the call rests on the fitted dose curve; in most records, active means well fitted curve in the direction sought with a large enough effect; inconclusive means small, poorly fitted or top-dose-only effect, or another doubt; inactive means no such curve, though single readings can be large; an effect the other way counts as inactive or inconclusive.

Sequence of screens – Rab9 prom act | TRPV1 agonist | RORg inh | FLuc modulator | NPC1 promoter act | BRCA1 expr act | Tb PFK inh | p53 reactivator | VP16 counter | ELG1 genotoxic | ELG1 repair inh
C#CCOn1c(-n2nc(C)cc2C)nc2ccccc2c1=O
    -4% | -2 | 11µM* | 0% | -3% | -4% | -18% | 0% | ? | -8% | 12%
O=C(O)C1=C[C@@H](c2ccc(Br)cc2)C[C@@H](OCc2ccc(CO)cc2)O1
    -2% | -3 | 6% | -11% | 1% | -7% | 2% | -4% | 4% | 3% | 10%
COC(=O)Nc1ccc(S(=O)(=O)N2CCCCC2C(=O)O)cc1 (centres undefined)
    4% | -3 | 11% | -15% | 1% | 8% | -11% | -2% | -5% | 1% | 5%
O=C(N/N=C/c1ccco1)c1cccc(NC(=O)c2ccccc2Cl)c1
    -3% | 0 | -28% | ? | -1% | 10% | 15% | 0% | 14% | 6% | 0%
COc1ccc(N(CC(=O)NC2CCS(=O)(=O)C2)S(=O)(=O)c2ccc(Cl)c(Cl)c2)cc1 (centres undefined)
    -1% | 1 | . | 3% | -2% | -19% | 16% | 3% | . | 1% | -1%
COc1ccc(C2/C=C\CN(CC3CC3)CC(=O)N2Cc2ccc(F)cc2)cc1 (centres undefined)
    0% | ? | -32% | -2% | -5% | 0% | 2% | 2% | 16% | 0% | 4%
CCCN(CCC)CCCNC(=O)c1cn(C)c2ccc(S(=O)(=O)N(C)C3CCCCC3)cc2c1=O
    0% | -3 | -8% | -1% | -3% | 2% | -1% | 4% | -9% | 0% | 4%
O=C(Nc1ccc(Cl)c(S(=O)(=O)N2CCCCC2)c1)C1=COCCO1
    -2% | ? | . | -7% | 5% | -38% | 2% | 3% | . | -3% | -1%
CCOc1ccccc1N1CC(C(=O)NC2CCCCCC2)CC1=O (centres undefined)
    . | . | . | . | . | -2% | 1% | -4% | . | -1% | ?
O=C1C(Cc2c[nH]c3ccccc23)NC(=S)N1Cc1ccccc1 (centres undefined)
    -2% | -1 | -30% | 3% | -2% | -2% | ? | 10% | 3% | -4% | -16%
COc1ccc(CN(C)C(=O)C2CSC3(C)CCC(=O)N23)cc1 (centres undefined)
    -3% | 3 | . | -1% | 4% | -14% | 0% | -6% | . | 1% | 15%
O=C(COC(=O)c1cccc(S(=O)(=O)N2CCc3ccccc32)c1)Nc1ncc(C(F)(F)F)cc1Cl
    2% | -1 | -4% | 0% | -3% | -18% | 5% | 3% | -3% | 2% | 2%
CC1(C)Cc2ccccc2-c2nc3n(c(=O)c21)CCCS3
    -6% | 28 | -2% | 8% | -3% | -27% | -1% | -5% | -10% | -9% | -15%
Cc1csc(/C(=N\O)c2csc(C)n2)n1
    0% | 3 | 2.8µM* | 5% | 1% | -4% | -4% | 1% | 4.5µM* | 0% | -1%
COc1ccc(NC(=O)CN2CCN(c3ccc(C)cc3C)CC2)cc1
    -8% | 22 | 20% | 2% | 5% | -42% | 3% | . | 0% | -3% | 26%
N#Cc1c(NC(=O)CSc2n[nH]c(N)n2)oc(-c2ccccc2)c1-c1ccccc1
    0% | 21 | 18% | 0% | 0% | -13% | 1% | 4% | 1% | 0% | -17%
CCOC(=O)[C@@H]1[C@H]2COc3ccccc3[C@@H]2N2C(=O)N(c3ccc(Cl)cc3)C(=O)[C@@]12C
    1% | 11 | ? | 0% | -5% | 10% | 0% | . | 9% | 1% | -4%
Cc1ccc(/C=N/NC(=O)CSc2nc3ccccc3s2)o1
    1% | 1 | -33% | ? | 0% | -21% | 4% | 5% | 4% | 4% | ?
O=C(NNC(=O)c1ccco1)c1cccc([N+](=O)[O-])c1
    -4% | -3 | 2% | -1% | -3% | 9% | 8% | 2% | 7% | -1% | 17%
Cc1cc(C)c2c(CN3CCN(Cc4ccccc4)CC3)cc(=O)oc2c1C
    0% | 2 | -3% | 0% | -5% | -8% | -2% | 2% | -2% | -7% | ?

Some values from the list:
Cc1ccc(/C=N/NC(=O)CSc2nc3ccccc3s2)o1 – ELG1 genotoxic: 4%
CC1(C)Cc2ccccc2-c2nc3n(c(=O)c21)CCCS3 – p53 reactivator: -5%
Cc1csc(/C(=N\O)c2csc(C)n2)n1 – ELG1 genotoxic: 0%
COc1ccc(CN(C)C(=O)C2CSC3(C)CCC(=O)N23)cc1 (centres undefined) – BRCA1 expr act: -14%

Next structures.
Sequence of screens – Rab9 prom act | TRPV1 agonist | RORg inh | FLuc modulator | NPC1 promoter act | BRCA1 expr act | Tb PFK inh | p53 reactivator | VP16 counter | ELG1 genotoxic | ELG1 repair inh
CCC(C)NC(=O)Nc1ccc2c(c1)N(C)C(=O)c1ccccc1S2 (centres undefined)
    3% | 27 | -16% | 0% | -1% | -47% | 0% | -8% | 2% | 1% | -12%
Cc1cc2c(cc1S(=O)(=O)N1CCN(c3cccc(C(F)(F)F)c3)CC1)OCC(=O)N2
    -3% | -1 | -23% | 0% | 0% | -6% | -4% | 2% | -10% | 3% | 23%
N#C/C(=C(/O)COC(=O)Cc1c[nH]c2ccccc12)c1nc2ccccc2[nH]1
    -7% | 6 | 10µM* | 15µM* | -1% | 0% | -4% | ? | ? | 0% | 1%
COc1ccc(-c2noc(C3CCCN(C(=O)c4c(F)cccc4F)C3)n2)cc1OC (centres undefined)
    15% | 1 | -8%[1.91 µM] | ? | 7% | 80% | 3% | . | ? | 9% | ?
O=C(Nc1ccc(S(=O)(=O)N2CCCC2)cc1)C1CC(=O)N(c2ccccc2)C1 (centres undefined)
    0% | -1 | -3% | -9% | -3% | 1% | -6% | -2% | 1% | 2% | 7%
COCCn1c(=O)c2c(nc3n2CCCN3Cc2ccccc2)n(C)c1=O
    0% | 4 | -18% | 2% | 0% | -14% | 0% | -7% | -2% | 0% | ?
COC(=O)CNC(=O)c1cccs1
    . | 1 | -4% | 2% | . | 8% | . | . | 5% | . | .
O=C(NCc1ccccc1)c1cccc(COc2ccc(Cl)cc2)c1
    2.8µM* | -5 | ? | 17µM* | 1.8µM* | -38% | 3% | ? | ? | ? | ?
Cc1ccc(C(=O)N/N=C/c2nc3ccccc3n2C)cc1
    7% | -7 | 11µM* | ? | -1% | -3% | 1% | -2% | -11% | 15% | ?
COC(=O)COc1cc(OCC(=O)OC)c2c(-c3ccccc3)cc(=O)oc2c1
    -5% | 7 | . | 5% | -3% | -1% | 1% | . | . | -2% | 5%
CC1CC(C)CN(c2ccc(-n3cnnn3)cc2[N+](=O)[O-])C1 (centres undefined)
    -5% | 12 | 20% | 5% | -8% | -24% | 0% | 10% | -5% | 5% | -6%
O=C(N/N=C/c1cn(-c2ccccc2)nc1-c1cccs1)c1ccc(Cl)cc1
    -5% | 10 | 2.5µM* | ? | -3% | -44% | 0% | 15% | 5µM* | -10% | ?
CNC(=O)CSc1nc2ccccc2c(=O)n1C1CCCCC1
    4% | ? | 36% | 3% | -3% | -13% | -1% | -47%[inhibitor] | -7% | ? | ?
COc1ccc(NC(=O)CC2C(=O)NC3CCCCC3N2C(=O)c2ccc(F)cc2)cc1 (centres undefined)
    1% | -1 | 9% | 0% | -5% | 7% | -5% | 9% | 3% | -13% | -10%
Cn1c(C(=O)NCc2cccs2)cc2oc3ccccc3c21
    ? | 8 | -2% | 13µM* | 1% | 13µM* | -3% | 2% | -7% | -2% | -2%
O=S(=O)(c1ccc(F)cc1)c1nc(-c2ccccc2)oc1N1CCOCC1
    -5% | 22 | 38% | 3% | 1% | -26% | -4% | -6% | -4% | -5% | -1%
COc1cc(C(=S)NCc2ccccc2)cc(Br)c1O
    -1% | 1 | 15% | ? | 0% | -8% | -14% | 0% | -8% | -3% | -1%

Part of the list above in order of heavy-atom count, largest number first.
Sequence of screens – Rab9 prom act | TRPV1 agonist | RORg inh | FLuc modulator | NPC1 promoter act | BRCA1 expr act | Tb PFK inh | p53 reactivator | VP16 counter | ELG1 genotoxic | ELG1 repair inh
O=C(O)C1=C[C@@H](c2ccc(Br)cc2)C[C@@H](OCc2ccc(CO)cc2)O1
    -2% | -3 | 6% | -11% | 1% | -7% | 2% | -4% | 4% | 3% | 10%
C#CCOn1c(-n2nc(C)cc2C)nc2ccccc2c1=O
    -4% | -2 | 11µM* | 0% | -3% | -4% | -18% | 0% | ? | -8% | 12%
O=C(NNC(=O)c1ccco1)c1cccc([N+](=O)[O-])c1
    -4% | -3 | 2% | -1% | -3% | 9% | 8% | 2% | 7% | -1% | 17%
